Compound activity deposited in PubChem by several laboratories.
PriA SSB inh: K. pneumoniae PriA-SSBct interaction inhibition; AlphaScreen SSBct-PriA binding, biotinylated peptide; inhibition, % at 33 µM; 0.6% of 430,000 active; in the data active means inhibition mostly above about 37%, no sharp cut-off; inactive means mostly below about 20%;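 further: plate controls were negative control peptide for no effect and reference peptide for full effect; strong numbers were not always called active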
Anthrax LF prot: inhibitors of Bacillus anthracis lethal factor protease. P15917. multiplex microsphere protease cleavage assay, LF. inhibition, % at 10 µM. 0.12% of 360,000 active. AID 588501; in the data active means inhibition above about 30%; further: plate controls were buffer without enzyme for full effect and enzyme alone for no effect
DUSP3 inh: inhibitors of human VHR1 phosphatase (DUSP3) | recombinant VHR phosphatase, pNPP absorbance | inhibition, % at 13.3 µM | 0.52% of 290,000 active; in the data active means inhibition above about 50%; further: some compounds called inactive have numbers as strong as hits
Target sequence (P51452 whole entry, looked up): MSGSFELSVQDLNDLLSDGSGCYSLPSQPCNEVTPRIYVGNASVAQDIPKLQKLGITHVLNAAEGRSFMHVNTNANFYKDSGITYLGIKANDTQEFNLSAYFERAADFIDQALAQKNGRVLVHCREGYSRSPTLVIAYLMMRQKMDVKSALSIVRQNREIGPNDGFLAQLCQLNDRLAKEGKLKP
PfHsp40 rescue: restores yeast growth despite PfHsp40 toxicity | AID 504582 | growth rescue, % at 12.5 µM | 0.68% of 340,000 active | S. cerevisiae expressing PfHsp40, growth rescue, ATP luminescence; in the data active means growth rescue above about 28%, passing the limit was not always enough;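 further: yeast W303a lacking pdr1 and pdr3 grown in galactose medium; growth measured after three days at 30 °C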
Rv3671c protease: inhibitors of M. tuberculosis serine protease Rv3671c; inhibition, % at 5.96 µM; 0.048% of 320,000 active; AID 2606; in the data active means inhibition above about 38%;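 further: extracellular domain of Rv3671c used as enzyme; 0% = enzyme with DMSO and 100% = no enzyme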
Target sequence (P9WHR9 whole entry, looked up, the tested form may be a part): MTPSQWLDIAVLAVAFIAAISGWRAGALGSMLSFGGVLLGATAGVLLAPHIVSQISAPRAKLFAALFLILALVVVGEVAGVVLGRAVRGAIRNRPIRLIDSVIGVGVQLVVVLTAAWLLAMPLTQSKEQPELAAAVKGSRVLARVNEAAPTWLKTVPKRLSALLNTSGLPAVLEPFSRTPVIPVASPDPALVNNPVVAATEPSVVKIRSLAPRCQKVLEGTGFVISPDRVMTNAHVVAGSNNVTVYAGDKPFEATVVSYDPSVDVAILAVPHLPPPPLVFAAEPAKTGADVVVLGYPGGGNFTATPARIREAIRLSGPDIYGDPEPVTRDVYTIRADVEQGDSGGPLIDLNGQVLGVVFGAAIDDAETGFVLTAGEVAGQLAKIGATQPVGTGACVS
MazEF act: increases E. coli MazEF RNase cleavage of RNA. P0AE70. FAM/BHQ RNA-DNA oligo cleavage fluorescence, 5 h. activation, % at 20 µM. 0.32% of 350,000 active. AID 504720; in the data active means activation above about 50%
Target sequence (P0AE70 whole entry, looked up): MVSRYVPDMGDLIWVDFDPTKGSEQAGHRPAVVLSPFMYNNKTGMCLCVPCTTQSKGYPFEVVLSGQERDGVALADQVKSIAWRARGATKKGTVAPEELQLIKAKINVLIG
Yp Topo-I inh: inhibitors of Yersinia pestis topoisomerase I. Y. pestis Topo-I cleavage product accumulation, plate reader. activity, % at 10 µM. 0.064% of 360,000 active. AID 504884; in the data active means activity above about 50%, passing the limit was not always enough; further: inactives centre near 2
3CLpro inhibitor: SARS-CoV 3CLpro protease inhibition; P0C6X7; recombinant SARS-CoV 3CLpro, quenched FRET peptide cleavage; inhibition, % at 6 µM; 0.14% of 290,000 active; in the data active means inhibition above about 12%
TcdB inh: inhibitors of Clostridioides difficile toxin B glycohydrolase; P18177; TcdB glycohydrolase enzymatic assay, plate reader; inhibition, % at 9.99 µM; 0.24% of 350,000 active; AID 652162; in the data active means inhibition above about 10%
Vc quorum ag: inducers of Vibrio cholerae quorum light production without autoinducers. activation, % at 18.7 µM. 0.16% of 350,000 active. AID 588436. V. cholerae BH1578 lux reporter, luminescence, 6 h; in the data active means activation mostly above about 9.7%, no sharp cut-off; further: not every result past the cut was called active; inactives centre near 0; reference of the scale not given here
Starred values were filed as active, the others as inactive; i = inactive; / = no result given. The list is partial; rates above refer to the full screens.

#	Structure	PriA SSB inh	Anthrax LF prot	DUSP3 inh	PfHsp40 rescue	Rv3671c protease
1	O=C(Nc1ccncc1)C1CC(=O)N(c2ccccc2)C1 (stereo unspecified)	-17	-2	/	-1.1	/
2	COc1ccccc1C1C(C(N)=O)=C(C)Nc2nc(-c3ccccc3Cl)nn21 (stereo unspecified)	6	-6	34	-0.4	5
3	CC(=O)c1cc2c(cc1NS(=O)(=O)c1ccc(C)cc1)OCCO2	0	-1	7	0.5	7
4	CCN(CC)CCOC(=O)c1ccc(NC(=O)CNC(=O)c2ccccc2)cc1	-16	-8	3	-0.7	1
5	Cc1cc(=O)oc(C)c1C(=O)N1CCN(C)CC1	-1	-4	-14	1.8	-4
6	O=C(C[n+]1ccc(C(=O)N/N=C/c2ccc(O)cc2)cc1)c1ccccc1	/	-2	2	-0.8	-13
7	COc1ccc(N2CCN(S(=O)(=O)c3ccc4oc(=O)ccc4c3)CC2)cc1	-1	-6	12	-0.6	3
8	Cc1onc(-c2ccccc2Cl)c1C(=O)Nc1nnc(Cc2ccc(Cl)cc2)s1	-1	-2	42	-0.2	1
9	CSCCC(NC(=O)c1ccccc1)C(=O)NCCc1ccc2c(c1)OCCO2 (stereo unspecified)	/	0	/	-0.9	-5
10	O=C(CCN1C(=O)S/C(=C\c2ccccc2)C1=O)Nc1ccc(O)cc1C(=O)O	0	-4	-1	-1.2	-3
11	O=C(NCC1OCCCN1S(=O)(=O)c1cc(F)ccc1F)C(=O)NC1CCCCC1 (stereo unspecified)	-20	3	13	-1.2	-9
12	c1coc(CNC2CCCCC2)c1	-9	-3	4	-1.5	-3
13	CSc1ccc(CN2CCC2(C)C(=O)Nc2cccc(NS(C)(=O)=O)c2)cc1 (stereo unspecified)	/	-1	/	/	/
14	COC(=O)c1ccc(N2NC(=O)/C(=C/c3ccc(-c4ccc(Cl)c(C(=O)O)c4)o3)C2=O)cc1	1	-8	36	0.8	/
15	O=C(CSc1nc2ccsc2c(=O)n1NC(=O)c1ccccc1)Nc1nccs1	-10	-5	22	1.6	-12

#	MazEF act	Yp Topo-I inh	3CLpro inhibitor	TcdB inh	Vc quorum ag
1	0	2	/	-0.6	i
2	0	4	-3	0.0	i
3	9	-9	1	/	-1.0
4	2	-15	3	-4.9	i
5	3	4	-3	/	i
6	10	-27	1	/	4.3
7	8	3	6	-12	i
8	-11	19	-3	/	-3.4
9	-10	-7	/	-4.0	i
10	3	4	7	1.5	-0.9
11	-3	-2	2	0.8	0.7
12	4	7	1	/	/
13	/	24	/	0.1	-0.8
14	1	-26	3	-3.4	0.1
15	0	-6	-7	/	-0.4

From entry 13 as far as 15, copied from above:
#	Structure	PriA SSB inh	Anthrax LF prot	DUSP3 inh	PfHsp40 rescue	Rv3671c protease
13	CSc1ccc(CN2CCC2(C)C(=O)Nc2cccc(NS(C)(=O)=O)c2)cc1 (stereo unspecified)	/	-1	/	/	/
14	COC(=O)c1ccc(N2NC(=O)/C(=C/c3ccc(-c4ccc(Cl)c(C(=O)O)c4)o3)C2=O)cc1	1	-8	36	0.8	/
15	O=C(CSc1nc2ccsc2c(=O)n1NC(=O)c1ccccc1)Nc1nccs1	-10	-5	22	1.6	-12

#	MazEF act	Yp Topo-I inh	3CLpro inhibitor	TcdB inh	Vc quorum ag
13	/	24	/	0.1	-0.8
14	1	-26	3	-3.4	0.1
15	0	-6	-7	/	-0.4

Later entries
#	Structure	PriA SSB inh	Anthrax LF prot	DUSP3 inh	PfHsp40 rescue	Rv3671c protease
16	CCOc1ccccc1NC(=O)C1CCCN(c2c(CC)c(C)nc3ncnn23)C1 (stereo unspecified)	-5	12	-3	-0.5	1
17	Cc1cccc(OCCNC(=S)NC(=O)c2cncc(Br)c2)c1	-8	0	4	1.3	3
18	Cn1nccc1-c1ccc(C(=O)NCc2ccco2)c2occc12	/	-2	/	/	/
19	CCSc1nc2cc(OC)c(OC)cc2c(=O)n1CC	-3	-8	-6	-0.6	-2
20	Cc1c[n+](CC(=O)c2ccccc2)c(C)cn1	16	-12	-20	1.4	-4
21	Cc1ccc2c(C)c(C(=O)N3CCN(c4ccncc4)CC3)oc2c1C	1	-3	1	-0.6	10
22	Cc1cccc(-n2c(=O)c(C#N)cc3c(=O)n4ccccc4nc32)c1	-18	0	-7	0.3	11
23	CCOc1ccc(S(=O)(=O)N2CCC(C(=O)Nc3cc(S(C)(=O)=O)ccc3Cl)CC2)cc1	-5	-1	/	-1.6	1
24	CCc1ccc(C(=O)COC(=O)C2=NN(c3ccccc3)C(=O)CC2)cc1	-5	12	/	-0.3	5
25	CCOC(=O)N1CCC(NC(=O)c2ccc3c(c2)N(CC)CCS3)CC1	-14	-7	/	0.1	-9
26	C=CCN1C(=O)N/C(=C/c2ccc(N3CCOCC3)o2)C1=O	/	/	-3	/	-18
27	COc1cc2c(cc1OC)C(=O)NCC(C)(C)O2	-3	0	6	0.1	-2
28	Cc1nn(Cc2cccc(C(=O)Nc3ccn(Cc4c(F)c(F)cc(F)c4F)n3)c2)c(C)c1[N+](=O)[O-]	-1	-1	6	0.9	-6
29	O=C(Cn1cc2c(n1)CCCCC2)NC1CCN(Cc2ccccc2)CC1	9	0	34	-1.1	3
30	Cc1ccccc1Nc1nnc(SCC(=O)NC(=O)NCc2ccco2)s1	-4	-13	21	-0.4	6

#	MazEF act	Yp Topo-I inh	3CLpro inhibitor	TcdB inh	Vc quorum ag
16	11	19	1	2.2	-0.6
17	3	26	1	0.5	/
18	/	13	/	1.0	i
19	-9	4	-2	/	i
20	17	-10	4	0.6	i
21	22	13	-5	1.3	i
22	6	5	0	/	1.4
23	-3	9	/	0.1	-0.6
24	-3	1	/	-0.3	-2.6
25	1	-6	3	-0.9	-0.1
26	/	/	-7	-0.4	/
27	3	-5	0	-3.8	i
28	-6	14	3	/	-0.3
29	4	9	/	0.6	-0.4
30	9	18	2	/	-0.4

(list continues)
#	Structure	PriA SSB inh	Anthrax LF prot	DUSP3 inh	PfHsp40 rescue	Rv3671c protease
31	CCn1c(-c2ccccc2SC)n[nH]c1=S	-4	-3	17	0.3	3
32	C=C(C)C(=O)Nc1cccc(C2=NOC3(C2)C[C@H](C(N)=O)N(C(=O)c2ccccc2C(=O)c2ccccc2)C3)c1 (stereo partly specified)	10	-7	38	-0.8	-4
33	CCc1c(C)c2c(C)[nH]nc2oc1=O	-8	/	22	0.5	1
34	CC(C)c1ccc(S(=O)(=O)N2CCN(C(=S)NCc3ccco3)CC2)cc1	5	-2	-4	0.0	-4
35	O=S(=O)(Cc1ccc(Cl)cc1)Oc1ccc(Cl)cc1	-21	4	/	13	/
36	COC(=O)c1ccc(-n2c(C)nc(=O)c(-c3ccccc3)c2C)cc1	-4	0	10	1.1	0
37	CC#CC(=O)N1CCC(C(=O)Nc2ccc(Oc3ccccc3)nc2)CC1	-10	-2	28	0.6	3
38	CCC(C)C(=O)Nc1nc(C)c(-c2csc(Nc3ccccc3OC)n2)s1 (stereo unspecified)	14	-10	44	7.8	3
39	CC(=O)c1ccc(N2CCN(c3ccnc4cc(Cl)ccc34)CC2)cc1	1	-3	36	-0.4	-9
40	COc1ccc(CN(C)C(=O)COC(=O)c2cnc(Cl)c(Cl)c2)cc1	-7	/	/	0.7	1
41	Cn1c(Cl)c(/C=N/OC(=O)C2CC2)c2ccccc21	/	-4	2	0.5	5
42	CCN(CC)C(=O)C1=C(C)N(Cc2ccc(OC)cc2)C(=O)C(CC(=O)NCCc2ccccn2)C1 (stereo unspecified)	/	3	/	/	/
43	CCCN1CCN(CC(=O)Nc2cc(OCC)ccc2OCC)CC1	-5	-6	4	-0.1	7
44	COCCCN(CCC#N)C(=O)c1c(-c2c(Cl)cccc2Cl)noc1C	3	-7	18	16	7
45	CCOc1ccc(NC(=O)c2ccc(NCC(=O)N3CCCCCC3)cc2)cc1	-1	-4	17	-0.4	3
46	COc1cc(C2Nc3ccc4ccccc4c3C3=C2C(=O)CC(C)(C)C3)ccc1OCC(=O)O (stereo unspecified)	-16	0	14	1.5	-4
47	O=C(Nc1nc2ccccc2s1)c1ccccc1[N+](=O)[O-]	11	-12	4	0.0	-5

#	MazEF act	Yp Topo-I inh	3CLpro inhibitor	TcdB inh	Vc quorum ag
31	-11	-2	3	0.4	-0.2
32	6	11	/	-0.4	-0.5
33	-4	-3	0	/	i
34	-1	10	3	/	i
35	8	5	/	-0.3	i
36	1	2	2	2.0	-0.2
37	4	5	5	1.0	-0.1
38	3	-17	2	-0.1	i
39	23	-6	-1	0.4	0.6
40	5	12	/	1.2	0.3
41	-6	-3	-4	1.5	i
42	-2	-6	/	0.3	i
43	2	16	0	0.3	-2.2
44	15	1	2	0.8	i
45	8	14	4	-1.0	-0.4
46	-2	15	-2	0.7	-0.1
47	1	8	0	0.3	-2.0

A draw from above in order of heavy-atom count, falling.
#	Structure	PriA SSB inh	Anthrax LF prot	DUSP3 inh	PfHsp40 rescue	Rv3671c protease
42	CCN(CC)C(=O)C1=C(C)N(Cc2ccc(OC)cc2)C(=O)C(CC(=O)NCCc2ccccn2)C1 (stereo unspecified)	/	3	/	/	/
46	COc1cc(C2Nc3ccc4ccccc4c3C3=C2C(=O)CC(C)(C)C3)ccc1OCC(=O)O (stereo unspecified)	-16	0	14	1.5	-4
39	CC(=O)c1ccc(N2CCN(c3ccnc4cc(Cl)ccc34)CC2)cc1	1	-3	36	-0.4	-9
36	COC(=O)c1ccc(-n2c(C)nc(=O)c(-c3ccccc3)c2C)cc1	-4	0	10	1.1	0
31	CCn1c(-c2ccccc2SC)n[nH]c1=S	-4	-3	17	0.3	3

#	MazEF act	Yp Topo-I inh	3CLpro inhibitor	TcdB inh	Vc quorum ag
42	-2	-6	/	0.3	i
46	-2	15	-2	0.7	-0.1
39	23	-6	-1	0.4	0.6
36	1	2	2	2.0	-0.2
31	-11	-2	3	0.4	-0.2
